Bioassay records (PubChem BioAssay)
HIF-2a inh: inhibitors of HIF-2a. AID 624352. 360,000 tested, 0.72% active. 786-0 RCC cells HIF-2a reporter, luciferase luminescence, overnight. inhibition, % at 18.8 µM;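 active = inhibition of the luminescence signal of 40% or more relative to plate controls, in a single-dose primary screen at 18.75 µM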
TRPM1 prom inh: reduces MITF-dependent TRPM1 promoter luciferase signal; SK-MEL-5 TRPM1 promoter luciferase, 24 h; inhibition, % at 12.5 µM; 330,000 tested, 0.83% active; AID 488899;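 active = mean inhibition across replicates of 60% or more, whatever share of single replicates reaches that level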; note: values of inactives mirror those of a sister screen read the other way
Shn3 3UTR inh: Schnurri-3 reporter inhibition in Clone20 osteoblasts | Clone20 osteoblast Shn3 3'UTR firefly luciferase, 24 h | inhibition, % at 12.5 µM | 360,000 tested, 0.52% active | AID 588674;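 active = mean inhibition of at least 75% with every replicate also reaching 75%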;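 note: 0% = median of neutral control wells and 100% = pilot-screen positive control compound; some compounds past the cut are filed as inactive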
Peg3 promoter: reduces Peg3 promoter-driven luciferase expression in HeLa | inhibition, % at 20 µM | HeLa PEG-Prom luciferase reporter, luminescence, overnight | 360,000 tested, 1.7% active;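 active = inhibition of at least 50% at 20 µM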
C8 TRAIL sens: caspase-8 TRAIL sensitization; NB7+C8 cells + TRAIL, ATPlite viability luminescence; inhibition (viability loss, TRAIL sensitization), % at 10 µM; 360,000 tested, 1% active;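 active = compounds causing at least 50% loss of cell viability in the single-dose screen, relative to plate controls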
KKLEB cytotox: reduces viability of KKLEB cystic fibrosis airway cells | KKLEB CF airway cells viability, ATPlite luminescence, overnight; hits give low values; cells stimulated with P. aeruginosa culture filtrate | activity change (cytotoxicity), % at 5 µM | 360,000 tested, 0.36% active;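 active = corrected activity change at or below -50% at 5 µM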
EBV LMP1 NFkB: reduces LMP1-driven NF-kappaB luciferase signal; LMP1-induced NF-kappaB luciferase reporter cells, luminescence; inhibition, % at 12.5 µM; 350,000 tested, 0.69% active; AID 504558; in the data active = inhibition above about 41%;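 note: 0% = neutral control wells and 100% = reference inhibitor control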
NR2E3 ag-1: activates human NR2E3 receptor; AID 602229; CHO-S Gal4-NCOR/VP16-NR2E3 two-hybrid, luciferase; inhibition of corepressor binding, % at 3.98 µM; Q9Y5X4; 360,000 tested, 0.35% active;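 active = inhibition above the mean of all tested compounds plus 3 SD, cut at about 70% in these data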;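 note: 0% = DMSO with NR2E3 transfected cells and 100% = cells lacking NR2E3 construct; higher means lower luciferase signal from less NR2E3 corepressor binding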
Target sequence (Q9Y5X4 whole entry, looked up, the tested form may be a part): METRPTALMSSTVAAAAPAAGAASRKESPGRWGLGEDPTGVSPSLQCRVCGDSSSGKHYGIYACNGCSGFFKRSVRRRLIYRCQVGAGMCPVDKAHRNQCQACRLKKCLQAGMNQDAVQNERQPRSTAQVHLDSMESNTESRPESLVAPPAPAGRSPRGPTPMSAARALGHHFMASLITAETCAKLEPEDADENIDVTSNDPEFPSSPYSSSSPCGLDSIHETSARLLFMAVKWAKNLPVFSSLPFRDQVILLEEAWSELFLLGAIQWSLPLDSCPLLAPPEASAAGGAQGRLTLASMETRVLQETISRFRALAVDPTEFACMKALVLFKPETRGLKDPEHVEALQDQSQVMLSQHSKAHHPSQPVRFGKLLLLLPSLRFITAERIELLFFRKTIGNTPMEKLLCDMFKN
NR2E3 ag-2: activates human photoreceptor nuclear receptor NR2E3; Q9Y5X4; GST-NR2E3/biotin-RetCOR TR-FRET, 1536-well; AID 2300; inhibition of corepressor binding, % at 4.78 µM; 320,000 tested, 0.12% active;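 active = percent inhibition above the cutoff of mean plus 3 SD of all tested compounds, set per screening campaign, cut at about 20% in these data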;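 note: 0% = DMSO wells and 100% = biotin wells as full block of FRET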
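Material: NR2E3–RetCOR corepressor complex / Incubation: Compound–protein incubation for 5 h at 4 °C / Dosing: compound at 4.8 µM, single dose / Detection: time-resolved FRET / Benchmarks: high control biotin, low control 0.6% DMSO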
hiPSC survival: hiPSC single-cell survival enhancement; ATPlite luminescence; 100% = ROCK inhibitor wells, 0% = DMSO; survival enhancement, % at 20 µM; 360,000 tested, 0.044% active; in the data active = survival enhancement above about 18%;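 note: cells exposed to compounds for 16 hours before the ATP read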
CF NFkB block: cystic fibrosis NF-kB activation inhibition; KKLEB NF-kB-GFP reporter, PAF-induced, GFP fluorescence overnight; inhibition, % at 5 µM; 360,000 tested, 0.86% active; AID 588850;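 active = at least 50% inhibition at 5 µM, scaled per plate between neutral and stimulator controls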;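 note: PAF is a Pseudomonas aeruginosa culture filtrate used as stimulus; plate controls were PAF-stimulated DMSO wells for no effect and unstimulated DMSO wells for full effect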
An asterisk follows results filed as active.

What do the screens show for `CCN(CC)C(=O)CN(c1cccc(C(F)(F)F)c1)S(C)(=O)=O`?
HIF-2a inh: 0; TRPM1 prom inh: 4; Shn3 3UTR inh: -3; Peg3 promoter: -5; C8 TRAIL sens: -6; KKLEB cytotox: 4; EBV LMP1 NFkB: -14; NR2E3 ag-1: -9; NR2E3 ag-2: -1; hiPSC survival: -0.2; CF NFkB block: -4

Results for O=C(CCC(=O)Nc1nnc(C2CCCCC2)s1)NCc1ccc(F)cc1 ?
HIF-2a inh: 0; TRPM1 prom inh: -2; Shn3 3UTR inh: 3; Peg3 promoter: 4; C8 TRAIL sens: -3; KKLEB cytotox: 16; EBV LMP1 NFkB: 2; NR2E3 ag-1: -18; NR2E3 ag-2: -5; hiPSC survival: -0.5; CF NFkB block: -5

Results for Cc1ccccc1N1CCN(Cc2cccc(C(=O)O)c2)CC1 ?
HIF-2a inh: 10; TRPM1 prom inh: -2; Shn3 3UTR inh: 5; Peg3 promoter: 0; C8 TRAIL sens: 5; KKLEB cytotox: 6; EBV LMP1 NFkB: -1; NR2E3 ag-1: -16; NR2E3 ag-2: -2; hiPSC survival: 3.4; CF NFkB block: -2

Results for CC1(N(O)/C=C2\C=CC=CC2=O)CCCCC1=O (stereo not given) ?
HIF-2a inh: 13; TRPM1 prom inh: 3; Shn3 3UTR inh: -3; Peg3 promoter: -1; C8 TRAIL sens: -6; KKLEB cytotox: -7; EBV LMP1 NFkB: 3; NR2E3 ag-1: -2; NR2E3 ag-2: 1; hiPSC survival: -0.5; CF NFkB block: -9

Results for CCc1nnc(NC(=O)CSc2nnc(C)n2CC2CCCO2)s1 (stereo not given) ?
HIF-2a inh: 11; TRPM1 prom inh: -8; Shn3 3UTR inh: -7; Peg3 promoter: 3; C8 TRAIL sens: 3; KKLEB cytotox: -6; EBV LMP1 NFkB: 2; NR2E3 ag-1: -16; NR2E3 ag-2: 2; hiPSC survival: -0.7; CF NFkB block: -12

Results for Cc1cc(=O)oc2c(C)c(OCC(=O)NCCCn3ccnc3)ccc12 ?
HIF-2a inh: 2; TRPM1 prom inh: -4; Shn3 3UTR inh: -40; Peg3 promoter: -13; C8 TRAIL sens: -25; KKLEB cytotox: 8; EBV LMP1 NFkB: -6; NR2E3 ag-1: -19; NR2E3 ag-2: -3; hiPSC survival: -0.3; CF NFkB block: -2

What do the screens show for `COc1ccccc1CCN1CCCC(CN(C)C(=O)c2ccc3nc[nH]c3c2)C1` (stereo not given)?
HIF-2a inh: 7; TRPM1 prom inh: -10; Shn3 3UTR inh: 2; Peg3 promoter: 8; C8 TRAIL sens: -1; KKLEB cytotox: 15; EBV LMP1 NFkB: -6; NR2E3 ag-1: -24; NR2E3 ag-2: 1; hiPSC survival: -0.3; CF NFkB block: 1

What do the screens show for `CCCN(CCC)S(=O)(=O)c1ccc(C(=O)NCc2ccc3c(c2)OCO3)cc1`?
HIF-2a inh: -4; Shn3 3UTR inh: 33; Peg3 promoter: -2; C8 TRAIL sens: 2; KKLEB cytotox: 13; EBV LMP1 NFkB: 4; NR2E3 ag-1: -12; NR2E3 ag-2: 2; hiPSC survival: -0.3; CF NFkB block: -7

How did CCCCN(CC)C(=O)C1CCC(=O)N(c2ccc(OC)cc2)C1c1ccc(OC)c(OC)c1 (stereo not given) do in these assays?
HIF-2a inh: 7; TRPM1 prom inh: 6; Shn3 3UTR inh: -5; Peg3 promoter: 8; C8 TRAIL sens: 3; KKLEB cytotox: 12; EBV LMP1 NFkB: -5; NR2E3 ag-1: -19; NR2E3 ag-2: -4; hiPSC survival: 1.7; CF NFkB block: 10

Results for O=C(NNC(=S)Nc1ccccc1C(F)(F)F)c1ccc(Br)o1 ?
HIF-2a inh: -104; TRPM1 prom inh: 1; Shn3 3UTR inh: -26; Peg3 promoter: -39; C8 TRAIL sens: 4; KKLEB cytotox: -3; EBV LMP1 NFkB: 2; NR2E3 ag-1: -46; NR2E3 ag-2: 3; hiPSC survival: 0.9; CF NFkB block: -8

What do the screens show for `Cc1cccc2cc(CN(C(=O)c3cccs3)c3ccccc3)c(=O)[nH]c12`?
HIF-2a inh: 22; TRPM1 prom inh: -6; Shn3 3UTR inh: 17; Peg3 promoter: 19; C8 TRAIL sens: -5; KKLEB cytotox: 2; EBV LMP1 NFkB: 4; NR2E3 ag-1: -16; NR2E3 ag-2: -1; hiPSC survival: 3.4; CF NFkB block: -6

How did Cc1ccc(SCc2cn3cccnc3n2)cc1 do in these assays?
HIF-2a inh: -153; TRPM1 prom inh: -59; Shn3 3UTR inh: -40; Peg3 promoter: -161; C8 TRAIL sens: 2; KKLEB cytotox: -2; EBV LMP1 NFkB: -17; NR2E3 ag-1: -121; NR2E3 ag-2: 4; hiPSC survival: -1.9; CF NFkB block: -7

How did O=C(CSc1nc(-c2ccccc2)cc(=O)[nH]1)Nc1ccccn1 do in these assays?
HIF-2a inh: 2; TRPM1 prom inh: 13; Shn3 3UTR inh: -8; Peg3 promoter: 7; C8 TRAIL sens: 1; KKLEB cytotox: 0; EBV LMP1 NFkB: 4; NR2E3 ag-1: -7; NR2E3 ag-2: -3; hiPSC survival: -0.9; CF NFkB block: 4

What do the screens show for `Cc1ccc(S(=O)(=O)N2CCN(C(=O)COC(=O)c3ncc(Cl)c(Cl)c3Cl)CC2)c(C)c1`?
HIF-2a inh: -7; TRPM1 prom inh: 12; Shn3 3UTR inh: 4; Peg3 promoter: -3; C8 TRAIL sens: 6; KKLEB cytotox: -5; EBV LMP1 NFkB: -7; NR2E3 ag-1: 3; hiPSC survival: 0.0; CF NFkB block: 2

What do the screens show for `CC(C)CNS(=O)(=O)c1cc(C(=O)OCC(=O)c2ccc3c(c2)OCCO3)c(Cl)cc1Cl`?
HIF-2a inh: 15; TRPM1 prom inh: -2; Shn3 3UTR inh: 7; Peg3 promoter: 17; C8 TRAIL sens: -5; KKLEB cytotox: 13; EBV LMP1 NFkB: 5; NR2E3 ag-1: -7; NR2E3 ag-2: 0; hiPSC survival: 0.7; CF NFkB block: 2

What do the screens show for `Cc1cc(NC(=O)CCc2ccccc2)c([N+](=O)[O-])cc1C`?
HIF-2a inh: -123; TRPM1 prom inh: -51; Shn3 3UTR inh: -44; Peg3 promoter: -89; C8 TRAIL sens: 7; KKLEB cytotox: -12; EBV LMP1 NFkB: -6; NR2E3 ag-1: -59; NR2E3 ag-2: -2; hiPSC survival: -1.6; CF NFkB block: 20

Results for COc1ccccc1C(=O)N/C(=N/c1nc(C)cc(C)n1)Nc1ccccc1 ?
HIF-2a inh: -59; TRPM1 prom inh: 11; Shn3 3UTR inh: -13; Peg3 promoter: 19; C8 TRAIL sens: 0; KKLEB cytotox: -7; EBV LMP1 NFkB: 6; NR2E3 ag-1: -92; NR2E3 ag-2: 3; hiPSC survival: 0.4; CF NFkB block: 9

How did Cn1cnc2cc(NS(=O)(=O)c3ccc(Br)cc3)ccc21 do in these assays?
HIF-2a inh: 10; TRPM1 prom inh: -12; Shn3 3UTR inh: -4; Peg3 promoter: 7; C8 TRAIL sens: -18; KKLEB cytotox: 13; EBV LMP1 NFkB: -6; NR2E3 ag-1: 4; NR2E3 ag-2: 2; hiPSC survival: 3.5; CF NFkB block: -6

Results for Cc1ccc(COCC(CC(C)C)N2CCN(C(=O)c3cccc(C(F)(F)F)c3)CCC2=O)cc1 (stereo not given) ?
HIF-2a inh: -5; TRPM1 prom inh: -8; Shn3 3UTR inh: 20; Peg3 promoter: 7; C8 TRAIL sens: 6; KKLEB cytotox: 6; EBV LMP1 NFkB: 13; NR2E3 ag-1: -7; NR2E3 ag-2: 4; hiPSC survival: 1.5; CF NFkB block: 6

What do the screens show for `COc1cc2c(cc1OC)CN(C(=O)CN1CCN(S(=O)(=O)c3ccccc3Br)CC1)CC2`?
HIF-2a inh: 5; TRPM1 prom inh: 2; Shn3 3UTR inh: 22; Peg3 promoter: 3; C8 TRAIL sens: -9; KKLEB cytotox: 13; EBV LMP1 NFkB: 0; NR2E3 ag-1: -19; NR2E3 ag-2: -1; hiPSC survival: 0.0; CF NFkB block: -15

What do the screens show for `COc1cc(-c2nnc(SCC(=O)Nc3cc(C)on3)n2C)cc(OC)c1O`?
HIF-2a inh: 6; TRPM1 prom inh: 7; Shn3 3UTR inh: 6; Peg3 promoter: 24; C8 TRAIL sens: 0; KKLEB cytotox: 6; EBV LMP1 NFkB: -30; NR2E3 ag-1: -9; NR2E3 ag-2: 1; hiPSC survival: -0.5; CF NFkB block: -7

Results for O=C(Nc1cc(Cl)ccc1-n1cncn1)c1ccc([N+](=O)[O-])s1 ?
HIF-2a inh: 25; TRPM1 prom inh: 62*; Shn3 3UTR inh: 60; Peg3 promoter: 37; C8 TRAIL sens: 42; KKLEB cytotox: 2; EBV LMP1 NFkB: -4; NR2E3 ag-1: -12; NR2E3 ag-2: 2; hiPSC survival: -0.4; CF NFkB block: -21

Results for O=C(C1=NN[C@@H]2C(=O)N(c3cccc(F)c3)C(=O)[C@H]12)C(c1ccccc1)c1ccccc1 ?
HIF-2a inh: 23; TRPM1 prom inh: -6; Shn3 3UTR inh: 13; Peg3 promoter: 8; C8 TRAIL sens: 0; KKLEB cytotox: 8; EBV LMP1 NFkB: 5; NR2E3 ag-1: -4; NR2E3 ag-2: 0; hiPSC survival: 1.6; CF NFkB block: 0

How did CCOC(=O)C(C)Sc1ncc(-c2ccccc2)cn1 (stereo not given) do in these assays?
HIF-2a inh: 9; TRPM1 prom inh: -40; Shn3 3UTR inh: -32; Peg3 promoter: -65; C8 TRAIL sens: -2; KKLEB cytotox: -2; EBV LMP1 NFkB: -5; NR2E3 ag-1: -8; NR2E3 ag-2: 3; hiPSC survival: -1.2; CF NFkB block: -5

Some of these compounds in order of number of heavy atoms, smallest number first:
How did O=C(CSc1nc(-c2ccccc2)cc(=O)[nH]1)Nc1ccccn1 do in these assays?
HIF-2a inh: 2; TRPM1 prom inh: 13; Shn3 3UTR inh: -8; Peg3 promoter: 7; C8 TRAIL sens: 1; KKLEB cytotox: 0; EBV LMP1 NFkB: 4; NR2E3 ag-1: -7; NR2E3 ag-2: -3; hiPSC survival: -0.9; CF NFkB block: 4

Results for O=C(CCC(=O)Nc1nnc(C2CCCCC2)s1)NCc1ccc(F)cc1 ?
HIF-2a inh: 0; TRPM1 prom inh: -2; Shn3 3UTR inh: 3; Peg3 promoter: 4; C8 TRAIL sens: -3; KKLEB cytotox: 16; EBV LMP1 NFkB: 2; NR2E3 ag-1: -18; NR2E3 ag-2: -5; hiPSC survival: -0.5; CF NFkB block: -5

Results for Cc1ccc(COCC(CC(C)C)N2CCN(C(=O)c3cccc(C(F)(F)F)c3)CCC2=O)cc1 (stereo not given) ?
HIF-2a inh: -5; TRPM1 prom inh: -8; Shn3 3UTR inh: 20; Peg3 promoter: 7; C8 TRAIL sens: 6; KKLEB cytotox: 6; EBV LMP1 NFkB: 13; NR2E3 ag-1: -7; NR2E3 ag-2: 4; hiPSC survival: 1.5; CF NFkB block: 6

A portion of the library (hit frequency here may not be typical).
